# SRC2 TRFRET art: TR-FRET signal artefacts, primary screen, artefact control for PPARgamma SRC-2 agonist project, biochemical. TR-FRET ratio at 8 µM. AID 1049, 2008. 200,000 compounds, 0.4% hits. TR-FRET artefact counter-screen; active compounds read high; in the data active means TR-FRET ratio above about 2000; further: inactives centre near 1500
# bIAP activator: bovine intestinal alkaline phosphatase activators, primary screen, biochemical, bovine IAP, CDP-star luminescence; activation factor at 20 µM; purified bovine IAP, 30 min; active compounds read high; fold of DMSO-control signal, blank-subtracted; AID 1016, 2008; 200,000 compounds, 0.17% hits; alkaline phosphatase, intestinal [Bos taurus];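 active means activation factor of 2 or more at 20 µM, a signal rise over negative controls twice the positive control's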
# Efa HMGR inh: inhibitors of E. faecalis class II HMGR, primary screen, biochemical, Enterococcus faecalis. 190,000 compounds, 0.41% hits. purified E. faecalis HMGR, NADPH absorbance 340 nm kinetic. AID 1066, 2008. inhibition, % at 10 µM. HMG-CoA reductase (Enterococcus faecalis, mvaE);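 active means inhibition above a set limit, the median over all tested compounds plus 3 SD, cut at about 9.5% in these data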;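 further: enzyme runs in reverse so mevalonate oxidation gives rising NADPH absorbance; 0% = complete reaction with DMSO and 100% = background rate lacking mevalonate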
# PPARg SRC-1 ag: PPARgamma agonists recruiting SRC-1 coactivator, primary screen, biochemical; activation, % at 8 µM; 200,000 compounds, 0.41% hits; AID 631, 2007; PPARgamma-SRC-1 coactivator recruitment biochemical assay; in the data active means activation above about 19%;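 further: 0% = DMSO and 100% = reference agonist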
# Target sequence (P37231 whole entry, looked up): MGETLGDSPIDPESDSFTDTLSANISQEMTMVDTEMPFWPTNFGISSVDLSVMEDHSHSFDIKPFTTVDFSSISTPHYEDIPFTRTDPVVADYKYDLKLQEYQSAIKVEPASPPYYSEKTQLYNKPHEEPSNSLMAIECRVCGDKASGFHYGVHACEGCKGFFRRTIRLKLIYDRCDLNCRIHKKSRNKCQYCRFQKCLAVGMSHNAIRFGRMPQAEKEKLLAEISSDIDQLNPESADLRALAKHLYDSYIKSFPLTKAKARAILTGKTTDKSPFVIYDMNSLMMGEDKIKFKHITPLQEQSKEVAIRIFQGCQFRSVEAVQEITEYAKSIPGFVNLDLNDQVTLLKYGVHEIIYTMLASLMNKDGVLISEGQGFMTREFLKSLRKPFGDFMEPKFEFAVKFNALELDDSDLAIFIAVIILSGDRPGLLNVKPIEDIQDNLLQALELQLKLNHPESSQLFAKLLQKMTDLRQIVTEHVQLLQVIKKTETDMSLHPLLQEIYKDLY
# PPARg SRC-2 ag: agonists of PPARg-SRC-2 recruitment, primary screen, biochemical, HTS; 200,000 compounds, 0.34% hits; PPARgamma LBD-SRC-2 recruitment; activation, % at 8 µM; AID 1032, 2008; in the data active means activation above about 22%;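 further: 0% = vehicle and 100% = reference agonist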
# bIAP inhibitor: bovine intestinal alkaline phosphatase inhibitors, primary screen, selectivity assay for TNAP inhibitor project, biochemical, bovine IAP, CDP-star luminescence; purified bovine IAP, 30 min; inhibition, % at 20 µM; 190,000 tested, under 10 active; AID 1019, 2008;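 active means over 50% inhibition of intestinal alkaline phosphatase at 20 µM in the single-dose screen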
#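 Assay system – bovine IAP enzyme · Quantity – bovine IAP at 1/65,000,000 final dilution · Detection – CDP-star luminescence signal · Times – 30 min reaction at room temperature · Also added – CDP-star substrate at 30 µM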
# TNAP inh noacc: human TNAP enzyme inhibitors, primary screen, biochemical, luminescent, no phosphate acceptor, uHTS. Alkaline phosphatase, tissue-nonspecific isozyme (Homo sapiens), P05186. inhibition, % at 20 µM. purified TNAP, CDP-star luminescence, 30 min. 200,000 compounds, 0.26% hits;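 active means tissue-nonspecific alkaline phosphatase inhibition above about 50% at 20 µM in the single-dose screen, limit read from the data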;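 further: 0% = DMSO negative control and 100% = EDTA positive control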
# Target sequence (P05186 whole entry, looked up): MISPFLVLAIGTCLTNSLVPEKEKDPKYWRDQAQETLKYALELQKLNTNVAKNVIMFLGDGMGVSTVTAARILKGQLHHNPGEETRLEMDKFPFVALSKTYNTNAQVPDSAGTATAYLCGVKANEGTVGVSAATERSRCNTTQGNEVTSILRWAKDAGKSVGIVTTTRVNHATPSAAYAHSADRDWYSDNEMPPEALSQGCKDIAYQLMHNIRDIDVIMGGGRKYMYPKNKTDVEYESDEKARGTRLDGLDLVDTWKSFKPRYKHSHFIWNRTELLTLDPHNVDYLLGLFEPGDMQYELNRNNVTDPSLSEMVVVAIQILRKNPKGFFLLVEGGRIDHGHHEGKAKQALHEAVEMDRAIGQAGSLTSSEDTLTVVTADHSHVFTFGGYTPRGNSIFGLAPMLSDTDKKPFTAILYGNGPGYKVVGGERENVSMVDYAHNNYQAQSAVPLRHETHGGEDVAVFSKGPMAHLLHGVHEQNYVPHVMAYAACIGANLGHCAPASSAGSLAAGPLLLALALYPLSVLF
# TNAP inh hiacc: human TNAP enzyme inhibitors, primary screen, biochemical, luminescent, high phosphate acceptor level, uHTS | inhibition, % at 20 µM | purified TNAP, CDP-star luminescence, 1 M DEA | Alkaline phosphatase, tissue-nonspecific isozyme (Homo sapiens), P05186 | 200,000 compounds, 0.03% hits;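 active means over 50% inhibition of tissue-nonspecific alkaline phosphatase at 20 µM in the single-dose screen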;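 further: plate controls were DMSO wells for no effect and EDTA-quenched wells as full inhibition for full effect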
# PPARg SRC-3 ag: PPARgamma agonists recruiting SRC-3 coactivator, primary screen, biochemical; Peroxisome proliferator-activated receptor gamma (Homo sapiens), P37231; activation, % at 8 µM; biochemical PPARgamma/SRC-3 coactivator recruitment assay; 200,000 compounds, 0.26% hits; in the data active means activation above about 23%;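 further: 0% = DMSO and 100% = reference agonist; some compounds past the cut are filed as inactive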
# TNAP act hi DEA: TNAP activators at high phosphate acceptor level, primary screen, biochemical, luminescence, uHTS | activation factor at 20 µM | purified TNAP, CDP-star luminescence, 1 M DEA, 30 min; active compounds read high; 0 = EDTA background, 1 = DMSO-only activity | Alkaline phosphatase, tissue-nonspecific isozyme (Homo sapiens), P05186 | 200,000 tested, under 10 active;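 active means activation factor at least 2 at 20 µM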
#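 Test system – human TNAP · Doses – 20 µM single point · Incubation – 30 min, room temperature · Signal – luminescent substrate turnover signal · Read-out basis – activation factor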
# An asterisk follows results filed as active; x = not tested or not shown.
SMILES,SRC2 TRFRET art,bIAP activator,Efa HMGR inh,PPARg SRC-1 ag,PPARg SRC-2 ag,bIAP inhibitor,TNAP inh noacc,TNAP inh hiacc,PPARg SRC-3 ag,TNAP act hi DEA
C#CCOCCOCCOCCNc1nc(N2CCN(C(=O)C([C@@H](C)CC)n3cc(C(N)CC(C)C)nn3)CC2)nc(N2CCN(C(=O)[C@H](CCC(=O)O)n3cc(C(N)Cc4ccc(O)cc4)nn3)CC2)n1 (stereo not given in full),1546,1.1,-12,2,3,-14,-5,-8,7,1.1
CC(C)C(=O)OCC(=O)Nc1ccc(N=Nc2ccccc2)cc1,1483,0.8,2,0,-7,18,-20,3,1,1
NC(=O)NC(=O)CSc1ccccc1,1764,1.2,2,3,17,-20,-4,-3,3,1
O=C(O)C1=C[C@@H](C2CCCCC2)C[C@@H](OCc2ccc(CO)cc2)O1,1523,1.1,-3,-4,-5,-10,-4,-7,-2,1.1
Cc1c(CCO)c(=O)n(-c2ccccc2)n1S(=O)(=O)c1ccc(F)cc1,1601,1,0,3,1,3,-12,-5,5,1
Cn1c(Cn2c(=O)sc3ccccc32)nnc1SCc1ccccc1F,1582,1,0,3,6,3,-9,-2,-5,1
CC(C)(C)C(=O)NCCc1nc2ccccc2n1CC(=O)c1ccc(Cl)cc1,1424,1,0,-5,-8,5,-5,-3,-6,1
O=C(NCc1ccccc1)NC1CC2CCC(C1)N2Cc1ccco1 (stereo not given),1388,1,-4,5,-10,-4,-12,-7,-6,1.1
CCCCCCOc1ccc(/C=c2\s/c(=C(/C#N)C(=O)NCc3ccco3)n(-c3ccccc3)c2=O)cc1,1449,1,-1,-4,-6,-1,8,6,-5,0.9
Cc1ccc(NC(=O)Cn2nc(C)c([N+](=O)[O-])c2C)cc1C,1613,1,0,3,0,-1,-2,0,3,1
O=C(Nc1ccc(Cl)cc1)c1ccc(Br)cc1F,1549,1.1,-2,2,14,-10,-3,-1,2,1
Cc1ccc(C(=O)N(CC(=O)NC2CCCC2)c2ccc3c(c2)OCCO3)s1,1707,1.1,-2,7,8,-11,-11,-4,4,1
COc1cccc(CN(C)CC(=O)Nc2ccccc2N2CCOCC2)c1OC,1664,1,-4,4,0,-4,-5,0,1,1
O=C(NCCO)/C(=C\c1ccc(Br)cc1)NC(=O)c1cccs1,1746,1,-6,2,2,1,-32,1,2,1
CCOC(=O)c1[nH]c2c(c1C)C(=O)CC(c1ccc(OC)c(OC)c1)C2 (stereo not given),1590,0.9,-2,3,6,12,-14,-6,-1,1.1

# Eleven entries from above, sorted by count of non-hydrogen atoms, ascending:
SMILES,SRC2 TRFRET art,bIAP activator,Efa HMGR inh,PPARg SRC-1 ag,PPARg SRC-2 ag,bIAP inhibitor,TNAP inh noacc,TNAP inh hiacc,PPARg SRC-3 ag,TNAP act hi DEA
NC(=O)NC(=O)CSc1ccccc1,1764,1.2,2,3,17,-20,-4,-3,3,1
O=C(Nc1ccc(Cl)cc1)c1ccc(Br)cc1F,1549,1.1,-2,2,14,-10,-3,-1,2,1
Cc1ccc(NC(=O)Cn2nc(C)c([N+](=O)[O-])c2C)cc1C,1613,1,0,3,0,-1,-2,0,3,1
O=C(NCCO)/C(=C\c1ccc(Br)cc1)NC(=O)c1cccs1,1746,1,-6,2,2,1,-32,1,2,1
CC(C)C(=O)OCC(=O)Nc1ccc(N=Nc2ccccc2)cc1,1483,0.8,2,0,-7,18,-20,3,1,1
O=C(O)C1=C[C@@H](C2CCCCC2)C[C@@H](OCc2ccc(CO)cc2)O1,1523,1.1,-3,-4,-5,-10,-4,-7,-2,1.1
Cc1c(CCO)c(=O)n(-c2ccccc2)n1S(=O)(=O)c1ccc(F)cc1,1601,1,0,3,1,3,-12,-5,5,1
Cc1ccc(C(=O)N(CC(=O)NC2CCCC2)c2ccc3c(c2)OCCO3)s1,1707,1.1,-2,7,8,-11,-11,-4,4,1
COc1cccc(CN(C)CC(=O)Nc2ccccc2N2CCOCC2)c1OC,1664,1,-4,4,0,-4,-5,0,1,1
CCCCCCOc1ccc(/C=c2\s/c(=C(/C#N)C(=O)NCc3ccco3)n(-c3ccccc3)c2=O)cc1,1449,1,-1,-4,-6,-1,8,6,-5,0.9
C#CCOCCOCCOCCNc1nc(N2CCN(C(=O)C([C@@H](C)CC)n3cc(C(N)CC(C)C)nn3)CC2)nc(N2CCN(C(=O)[C@H](CCC(=O)O)n3cc(C(N)Cc4ccc(O)cc4)nn3)CC2)n1 (stereo not given in full),1546,1.1,-12,2,3,-14,-5,-8,7,1.1

# Next part:
SMILES,SRC2 TRFRET art,bIAP activator,Efa HMGR inh,PPARg SRC-1 ag,PPARg SRC-2 ag,bIAP inhibitor,TNAP inh noacc,TNAP inh hiacc,PPARg SRC-3 ag,TNAP act hi DEA
COc1ccc(Cc2nnc(SC)[nH]c2=O)cc1OC,1717,1,-1,6,9,4,2,-5,-8,1.1
CC(C)[C@H](NC(=O)c1ccccc1)C(=O)OCC(=O)c1ccccc1F,1402,1,-2,9,2,-3,-9,-1,1,1
O=C(O)c1ccc(/C=C2\SC(=Nc3ccccc3)N(c3ccccc3)C2=O)cc1,1615,0.9,0,9,4,12,-5,3,2,1
C/C(NC1CCCCC1)=C(/C#N)C(=O)NCCN1CCOCC1,1554,1.1,-1,3,-3,-5,-6,-4,-10,1
CC1CC(C)(C)NC(=S)N1CCC(=O)N1CCc2ccccc2C1 (stereo not given),1508,0.9,-3,5,-9,14,-4,-2,1,1
CC1=C(C(=O)N2CCOCC2)C(c2cccc3ccccc23)NC(=S)N1 (stereo not given),1342,0.9,-5,4,6,12,9,0,1,1
COc1ccc(-c2nc(=S)c3ccc4ccccc4c3[nH]2)cc1,1574,1,-2,4,9,1,-4,0,9,1
CC1Cc2ccccc2N1C(=O)C1CCCN(S(=O)(=O)c2cccc3nsnc23)C1 (stereo not given),1513,1,-2,-3,-2,3,2,-2,-12,1
CC#CCCCC(=O)Nc1ccccc1C(=O)O,1519,0.9,-1,2,-15,10,-11,-6,-17,1.1
Cc1ccc2nc(NCc3ccccc3)[nH]c2c1,1687,2.8*,1,12,0,-177,-24,-6,12,1.1
O=C1CC(c2ccccc2)CC(O)=C1C=Nc1cccc(Cl)c1 (stereo not given),1570,1.5,-2,-5,6,-47,-16,-2,2,1
O=C(Cc1ccc(Cl)cc1)Nc1cccc(-c2nnc(-c3ccco3)o2)c1,1575,1,-1,5,1,2,-2,5,0,1
COc1ccc(NC(=O)CN2CCN(C3c4ccccc4-c4ccccc43)CC2)cc1,1410,1,-6,4,-7,0,-11,-2,7,1
CCOC(=O)C(NC(=O)CC)(Nc1ccc(S(=O)(=O)Nc2onc(C)c2C)cc1)C(F)(F)F (stereo not given),1434,1,-3,-1,4,5,-11,-2,6,1
CCCOC(=O)Cc1c(O)c2ccccc2[nH]c1=O,1457,0.9,5,7,3,11,-13,-6,8,1.1
C=CCn1c(SCC(=O)NC2CCCCC2)nnc1-c1ccc(OC)cc1,1572,1,5,7,1,3,2,2,3,1
Nc1ccccc1C(=O)/C=C/c1ccc2c(c1)OCO2,1679,1,2,11,8,2,0,6,8,0.9
O=C(CSc1cccc2cccnc12)OCC(=O)c1ccc(Br)cc1,1752,1.1,1,12,6,-11,-14,0,19,1
CCC(C)(C)n1nnnc1CN1CCN(c2nc3ccc(C)cc3cc2C#N)CC1,1548,0.9,-3,-9,-2,6,-7,-7,2,1.1
COCCCNC(=O)c1cc(C(=O)c2ccccc2Br)c[nH]1,1676,1.1,-8,2,13,-5,-7,0,4,1
CCOC(=O)c1cc(-c2ccccc2)sc1NC(=O)COC(=O)c1cccc(S(N)(=O)=O)c1,1458,1,-8,11,-11,1,-9,-7,2,1.1
CCCC(=O)N(c1ccccc1)C1C=CS(=O)(=O)C1 (stereo not given),1496,1.2,1,8,8,-23,-16,-2,7,1
O=C(CSCc1ccccc1)Nc1cc([N+](=O)[O-])ccc1F,1380,0.9,-7,1,5,13,-2,-5,6,1.1
O=S(=O)(/N=C/N1CCOCC1)c1ccc(Cl)cc1,1392,0.9,-1,-1,10,5,-12,-4,0,1
COc1cc(C2C3=C(CC(C)(C)CC3=O)OC3=C2C(=O)CC(C)(C)C3)cc([N+](=O)[O-])c1O,1492,0.9,-3,4,-6,13,11,10,3,0.9
Cc1ccc(S(=O)(=O)N2CCOCC2)cc1NC(=O)CSc1nnc(N)s1,1522,1.1,-3,3,3,-7,-2,-2,3,1
O=C(CC12CC3CC(CC(C3)C1)C2)N/N=C/c1ccc([N+](=O)[O-])o1,1369,0.7,-2,-4,3,31,-8,0,-3,1
NC(=S)Nc1cccc2cnccc12,1605,0.9,0,8,15,9,-11,0,13,1
COc1cc(-c2noc(CCCC(=O)NCc3ccccc3)n2)cc(OC)c1OC,1554,1,-7,1,6,2,-4,-9,4,1.1
CCc1cccc(CC)c1NC(=O)c1cccc(NC(=O)c2ccccc2)c1,1555,1,0,0,0,1,-6,-7,-1,1.1
CC1CCN(C(c2ccccc2)c2nnnn2C(C)(C)C)CC1 (stereo not given),1807,1,-3,-2,1,2,-1,-10,-5,1.1
COCCOC(=O)c1c(NC(=O)CN2CCCc3ccccc32)sc(C(N)=O)c1C,1582,0.9,-8,6,2,9,-11,-3,0,1
O=C1c2ccccc2NC(c2ccc3c(c2)OCCO3)N1c1ccc2c(c1)OCCO2 (stereo not given),1644,1.1,-5,4,6,-11,-2,-7,-6,1.1
CCOc1ccc(N2CCCCn3c2nc2c3c(=O)[nH]c(=O)n2C)cc1,x,1,x,x,x,5,-1,-5,x,1
OCCCN=c1cc(-c2ccccc2)oc2ccc(Cl)cc12,1362,1.1,-4,1,-1,-9,-2,-1,0,1
CCc1nnc(NC(=O)CSc2nnc(CNc3ccc(OC)cc3)n2CC)s1,1473,1.2,-5,7,7,-20,-5,-2,6,1
COc1ccc(C2c3c(ncn(CCN4CCOCC4)c3=N)Oc3ccc4ccccc4c32)cc1 (stereo not given),1405,0.9,1,-1,5,8,-9,-7,-2,1.1
Cc1c(C(=O)NCCCN2CCOCC2)sc2nc(-c3ccc(F)cc3)cn12,1219,0.8,-1,-4,0,19,-2,-4,-11,1

# Ordered by the number under bIAP inhibitor (smallest number first): some entries from above
Compound	bIAP inhibitor
CCc1nnc(NC(=O)CSc2nnc(CNc3ccc(OC)cc3)n2CC)s1	-20
O=C1c2ccccc2NC(c2ccc3c(c2)OCCO3)N1c1ccc2c(c1)OCCO2 (stereo not given)	-11
OCCCN=c1cc(-c2ccccc2)oc2ccc(Cl)cc12	-9

# Screening data: PubChem BioAssay, several laboratories
